# Screening results from PubChem.
# All columns: NCI-60 one-dose screen, growth in % after 48 h at 10 µM unless noted; 100 = growth as untreated, 0 = no growth, -100 = all killed.
# OVCAR-3 – OVCAR-3 ovarian cancer; hit rate 7% among 79,000; AID 1794787
# DU-145 – DU-145 prostate cancer; hit rate 4.2% among 81,000
# OVCAR-5 – OVCAR-5 ovarian cancer; hit rate 2.9% among 82,000
# SK-OV-3 – SK-OV-3 ovarian cancer cells | hit rate 3.2% among 80,000 | AID 1794785
# U251 – U251 CNS tumor cells; AID 1794753; hit rate 5.4% among 80,000
# OVCAR-4 – OVCAR-4 ovarian cancer cells | AID 1794784 | hit rate 3.7% among 80,000
# PC-3 – PC-3 prostate cancer cells; AID 1794754; hit rate 3.9% among 80,000
# OVCAR-8 – OVCAR-8 ovarian cancer; hit rate 4.4% among 81,000
# SF-295 – SF-295 CNS cancer cells; hit rate 5.6% among 79,000
# An asterisk follows results filed as active; / = no result given; & = joins results of further samples; [ ] = dose if it differs, or a comment. How the source made its calls: active means growth percent below 10; inactive means the rest.
1	C(=Nc1cccc2ccccc12)c1ccc2c(c1)OCO2
2	CCCN(CCC)CC(=O)N1CC(=O)Nc2ccccc21
3	Cc1cc([N+](=O)[O-])ccc1Nc1ccc(C(=O)Nc2nc3cc(C(=O)N4CCN(C(c5ccccc5)c5ccccc5)CC4)ccc3o2)cc1[N+](=O)[O-]
4	CC(=O)Nc1nnc(SCc2ccccc2)s1
5	O=C1c2ccccc2C(=O)N1Cc1ccc([N+](=O)[O-])cc1

assay / compound	1	2	3	4	5
OVCAR-3	109	108	50	112	114
DU-145	155	120	76	110	103
OVCAR-5	109	61	86	100	104
SK-OV-3	99	103	74	96	99
U251	96	93	54	92	102
OVCAR-4	97	101	49	99	106
PC-3	94	99	66	90	97
OVCAR-8	102	107	71	95	104
SF-295	108	121	83	99	106

6	O=[N+]([O-])c1ccc2[nH]c(=S)[nH]c(=S)c2c1
7	CCOC(=O)N1CCN(CCCCCCOc2ccc(C3CCCCC3)cc2)CC1
8	CCN(CC)CCC(CN=C(N)N)c1ccc(Cl)cc1 (stereo not given)
9	O=C1C(c2c[nH]c3ccccc23)=C(c2coc3cc(Br)ccc23)C(=O)N1O
10	CC(=O)O[C@@H]1[C@@H](OC(C)=O)[C@H](OC(C)=O)CO[C@H]1Nc1cccc2ccccc12

assay / compound	6	7	8	9	10
OVCAR-3	103	76	93	102	96
DU-145	/	95	107	107	100
OVCAR-5	105	109	92	105	100
SK-OV-3	107	97	96	99	105
U251	100	68	87	101	105
OVCAR-4	101	77	110	115	103
PC-3	95	67	86	90	91
OVCAR-8	101	80	80	106	102
SF-295	105	73	84	95	94

11	COc1ccc(CCC(=O)N2CC(C)OC(C)C2)cc1OC1CCCC1 (stereo not given)
12	O=C(CCCCCCCC(=O)OCCCC1CCCO1)OCCCC1CCCO1 (stereo not given)
13	COc1ccc(C2=C(C#N)C3(C(=O)Nc4ccc(Cl)cc43)c3c(-c4ccc(Cl)cc4)nn(-c4ccccc4)c3N2)cc1 (stereo not given)
14	CN(C)CC(=O)Nc1ccc(Cn2nnc3c2C(=O)c2nnn(Cc4ccc(NC(=O)CN(C)C)cc4)c2C3=O)cc1
15	O=C(O)c1cncc(Br)c1

assay / compound	11	12	13	14	15
OVCAR-3	110	125	51	-59*	/
DU-145	104	114	69	-96*	123
OVCAR-5	103	129	66	-36*	96
SK-OV-3	/	95	77	-44*	110
U251	107	108	30	-82*	101
OVCAR-4	98	107	59	-95*	109
PC-3	101	100	24	1.4*	99
OVCAR-8	106	105	48	-32*	109
SF-295	100	99	24	-87*	106

16	O=C1/C(=C/c2ccccc2O)Oc2cc(O)ccc21
17	CCOC(=O)C1=C(C(=O)OCC)N(c2ccc(F)cc2)C(N)=C(C#N)C1c1cc(=O)[nH]c2ccccc12 (stereo not given)
18	COc1cc(/C=C2\CCC/C(=C\c3cc(CN4CCCCC4)c(O)c(OC)c3)C2=O)cc(CN2CCCCC2)c1O
19	CS(=O)(=O)c1nccc(-c2c(-c3cccc(O)c3)nc3occn23)n1
20	COc1cc(/C=N/N=C(N)N)ccc1O

assay / compound	16	17	18	19	20
OVCAR-3	113	114	65	105	111
DU-145	112	108	83	103	105
OVCAR-5	106	104	114	101	113
SK-OV-3	/	105	/	/	106
U251	106	99	70	105	107
OVCAR-4	103	101	61	99	115
PC-3	103	80	83	99	100
OVCAR-8	103	99	81	98	109
SF-295	96	96	97	106	104

21	[O-]c1c[n+](-c2ccc(Cl)cc2)no1
22	Cc1c(Cc2ccccc2)c(=O)oc2c(C)c(OCC(=O)NN)ccc12
23	c1ccc(CC2(Cc3ccccc3)N=C(c3ccccc3)C(c3ccccc3)=N2)cc1
24	CN1CCN(c2nc3cc(-c4ccccc4)sc3c(=O)[nH]2)CC1
25	COc1cc(C(=O)Nc2n[nH]c(-c3cccc(Cl)c3)n2)cc(OC)c1OC

assay / compound	21	22	23	24	25
OVCAR-3	104	100	69	105	111
DU-145	107	103	84	102	109
OVCAR-5	97	111	105	107	110
SK-OV-3	105	111	93	99	98
U251	102	102	78	97	107
OVCAR-4	82	103	54	109	99
PC-3	91	91	31	85	90
OVCAR-8	106	98	85	97	106
SF-295	112	102	46	94	104

# Compounds 10–22, reprinted for reference:
10	CC(=O)O[C@@H]1[C@@H](OC(C)=O)[C@H](OC(C)=O)CO[C@H]1Nc1cccc2ccccc12
11	COc1ccc(CCC(=O)N2CC(C)OC(C)C2)cc1OC1CCCC1 (stereo not given)
12	O=C(CCCCCCCC(=O)OCCCC1CCCO1)OCCCC1CCCO1 (stereo not given)
13	COc1ccc(C2=C(C#N)C3(C(=O)Nc4ccc(Cl)cc43)c3c(-c4ccc(Cl)cc4)nn(-c4ccccc4)c3N2)cc1 (stereo not given)
14	CN(C)CC(=O)Nc1ccc(Cn2nnc3c2C(=O)c2nnn(Cc4ccc(NC(=O)CN(C)C)cc4)c2C3=O)cc1
15	O=C(O)c1cncc(Br)c1
16	O=C1/C(=C/c2ccccc2O)Oc2cc(O)ccc21

assay / compound	10	11	12	13	14	15	16
OVCAR-3	96	110	125	51	-59*	/	113
DU-145	100	104	114	69	-96*	123	112
OVCAR-5	100	103	129	66	-36*	96	106
SK-OV-3	105	/	95	77	-44*	110	/
U251	105	107	108	30	-82*	101	106
OVCAR-4	103	98	107	59	-95*	109	103
PC-3	91	101	100	24	1.4*	99	103
OVCAR-8	102	106	105	48	-32*	109	103
SF-295	94	100	99	24	-87*	106	96

17	CCOC(=O)C1=C(C(=O)OCC)N(c2ccc(F)cc2)C(N)=C(C#N)C1c1cc(=O)[nH]c2ccccc12 (stereo not given)
18	COc1cc(/C=C2\CCC/C(=C\c3cc(CN4CCCCC4)c(O)c(OC)c3)C2=O)cc(CN2CCCCC2)c1O
19	CS(=O)(=O)c1nccc(-c2c(-c3cccc(O)c3)nc3occn23)n1
20	COc1cc(/C=N/N=C(N)N)ccc1O
21	[O-]c1c[n+](-c2ccc(Cl)cc2)no1
22	Cc1c(Cc2ccccc2)c(=O)oc2c(C)c(OCC(=O)NN)ccc12

assay / compound	17	18	19	20	21	22
OVCAR-3	114	65	105	111	104	100
DU-145	108	83	103	105	107	103
OVCAR-5	104	114	101	113	97	111
SK-OV-3	105	/	/	106	105	111
U251	99	70	105	107	102	102
OVCAR-4	101	61	99	115	82	103
PC-3	80	83	99	100	91	91
OVCAR-8	99	81	98	109	106	98
SF-295	96	97	106	104	112	102

# The listing continues.
26	COc1ccc(C(C#N)(CCN(C)C)CN(C)C)cc1 (stereo not given)
27	Cc1[nH]c(-c2cccc(N)c2)c2c1C(=O)CCCC2
28	COc1ccc(/C=C2\N=C3SCN(c4ccc(C#N)cc4)CN3C2=O)cc1
29	CCCCOc1c(N)cc(Cl)cc1C(=O)OCCN(CC)CC
30	CCC1SC(=S)N(CCc2ccc(OC)c(OC)c2)C1=O (stereo not given)

assay / compound	26	27	28	29	30
OVCAR-3	110	74	113	108	/
DU-145	105	94	106	116	86
OVCAR-5	110	82	107	113	107
SK-OV-3	101	67	96	94	100
U251	118	74	/	90	101
OVCAR-4	105	59	92	118	109
PC-3	104	/	97	81	96
OVCAR-8	114	71	118	91	101
SF-295	100	66	/	101	100

31	Clc1ccc(C=Nc2ccc(Cl)cc2)cc1
32	COc1nc(N)nc(-n2c(-c3ccc(Br)cc3)nc3ccccc32)c1NCc1ccc(Br)cc1
33	COC(=O)CCCCCC1CCCCC1
34	C(#CCN1CCCC1)CCCN1CCCC1
35	CCOC(=O)c1sc(/N=C2\NC(=O)/C(=C3/C(=O)N(C)c4ccccc43)S2)nc1C

assay / compound	31	32	33	34	35
OVCAR-3	/	103	87	114	110
DU-145	109	101	101	115	104
OVCAR-5	99	105	92	91	101
SK-OV-3	114	113	99	111	97
U251	97	93	95	100	111
OVCAR-4	104	91	107	/	109
PC-3	97	66	92	105	110
OVCAR-8	103	87	96	104	119
SF-295	96	87	97	/	103

36	O=C(O)[C@@H]1c2ccccc2C(=O)N(c2ccc(Cl)cc2)[C@H]1c1ccc(Cl)cc1
37	COc1cc(C2=N/C(=C\c3cc4ccccc4nc3OC)C(=O)O2)cc(OC)c1OC
38	Clc1ccc2c(c1)C=C1CSCC3=Cc4cc(Cl)ccc4OC13O2
39	N#C/C(=C\NC(=S)Nc1cc(Cl)ccc1Cl)C(=O)c1ccc2ccccc2c1
40	O=C(O)CCCN1C(=O)/C(=C\c2cn(-c3ccccc3)nc2-c2ccc(Cl)cc2)SC1=S

assay / compound	36	37	38	39	40
OVCAR-3	101	107	92	100	111
DU-145	107	114	100	104	103
OVCAR-5	106	106	103	100	111
SK-OV-3	87	97	96	86	99
U251	71	96	99	92	90
OVCAR-4	97	103	85	100	108
PC-3	80	90	55	89	100
OVCAR-8	96	96	93	96	93
SF-295	92	106	90	102	99

41	Cc1ccc([C@@H]2C[C@@H]3Cc4cc(F)ccc4N2O3)o1
42	CC(C)(C)CC(C)(C)NCC#CCNC(C)(C)CC(C)(C)C
43	CCCCCCCCCCCCCCCCOCCCOP(=O)(O)C1CCCN(O)C1=O (stereo not given)
44	S=c1n(CN2CCCCC2)nc(-c2cc(Cl)cc(Cl)c2Cl)n1/N=C/c1ccc(Cl)cc1
45	COc1ccc(-c2cc(-c3nnc(SCC(=O)Nc4ccc(C(C)=O)cc4)n3-c3ccccc3)c3ccccc3n2)cc1

assay / compound	41	42	43	44	45
OVCAR-3	110	90	17	/	96
DU-145	106	102	25	115	96
OVCAR-5	102	108	20	93	94
SK-OV-3	99	95	34	111	103
U251	101	107	19	96	106
OVCAR-4	/	92	16	95	97
PC-3	100	80	14	/	79
OVCAR-8	98	104	24	99	99
SF-295	99	118	3.5*	/	103

46	Nc1cc(=S)nc(N)[nH]1
47	Clc1ccc(/C=N/Nc2nc3ccccc3s2)cc1
48	CC1=N/C(=C\c2ccc(F)cc2)C(=O)N1CCc1ccc(S(N)(=O)=O)cc1
49	CC1(C)CC[C@]2(C(=O)N3CCOCC3)CC[C@]3(C)C(=CC[C@@H]4[C@@]5(C)C/C(=C/c6cccnc6)C(=O)C(C)(C)[C@@H]5CC[C@]43C)[C@@H]2C1
50	COC(=O)/C=C1\SC(=Nc2cccc(OC)c2)N(CCc2c[nH]c3ccccc23)C1=O

assay / compound	46	47	48	49	50
OVCAR-3	105	104	112	90	57
DU-145	109	109	111	93	69
OVCAR-5	111	107	109	92	96
SK-OV-3	99	100	105	102	72
U251	97	100	99	81	54
OVCAR-4	117	94	102	75	70
PC-3	94	82	98	62	40
OVCAR-8	98	96	100	92	52
SF-295	107	117	103	87	62

51	S=C(c1cccs1)N1CCN(c2ccc(Cl)cc2)CC1
52	COc1ccc(C2=NN(C(C)=O)C(c3cccc(Nc4ccnc5cc(Cl)ccc45)c3)C2)cc1 (stereo not given)
53	CS(=O)(=O)c1ccc(-n2nc(C(=O)N3CCC(Cc4ccccc4)CC3)cc2-c2ccc(Cl)cc2)cc1
54	Cc1cc(N2CCN(C)CC2)nc(N(CCNc2ccnc3cc(Cl)ccc23)Cc2ccccn2)n1
55	c1ccc2c(NCCCN3CCN(CCCNc4c5ccccc5nc5ccccc45)CC3)c3ccccc3nc2c1

assay / compound	51	52	53	54	55
OVCAR-3	109	59	110	71	-34*[100 µM]
DU-145	106	62	95	92	-63*[100 µM]
OVCAR-5	92	87	98	119	-31*[100 µM]
SK-OV-3	105	53	90	99	-28*[100 µM]
U251	97	51	86	65	-19*[100 µM]
OVCAR-4	99	42	77	80	-49*[100 µM]
PC-3	85	31	84	63	-33*[100 µM]
OVCAR-8	104	50	92	74	-38*[100 µM]
SF-295	110	52	84	92	-48*[100 µM]

56	Cc1ccc(N2CCN(C(=S)Cc3cccc4ccccc34)CC2)cc1
57	COc1ccc2c(c1)SC1=NC=C(C(=O)NNC(=O)c3ccncc3)[C@H](c3ccccn3)N12
58	COc1ccc(Nc2nnc(-c3ccc(Cl)cc3)o2)cc1
59	CC(=O)NC1c2ccccc2-c2ccccc21
60	COc1ccc(/C=C2\CN(Cc3cn(CCCNc4ccnc5cc(Cl)ccc45)nn3)C/C(=C\c3ccc(OC)c(OC)c3)C2=O)cc1OC

assay / compound	56	57	58	59	60
OVCAR-3	107	83	73	101	13
DU-145	101	87	77	101	12
OVCAR-5	95	87	83	98	2.0*
SK-OV-3	108	79	78	97	36
U251	105	78	73	103	0.7*
OVCAR-4	118	94	72	96	21
PC-3	86	91	55	91	/
OVCAR-8	105	78	81	102	6.8*
SF-295	102	59	66	100	-56*

61	O=[N+]([O-])c1ccc2nc(Cl)sc2c1
62	OCCN(CCO)C(c1ccccc1)c1ccccc1
63	COc1cc(CCn2nnc3c(Nc4ccc(N5CCCC5)cc4)ncnc32)cc(OC)c1
64	Cc1cc(=O)[nH]c(O)c1C#N
65	CCOC(=O)c1sc(NC(=O)/C=C/c2ccccc2)nc1N1CCN(c2ccc(OC)cc2)CC1

assay / compound	61	62	63	64	65
OVCAR-3	100	108	83	112&112	105
DU-145	102	106	92	106&108&112	108
OVCAR-5	102	104	85	90&97&94	99
SK-OV-3	89	99	121	96&106&105	101
U251	101	97	88	98&100&101	102
OVCAR-4	113	103	84	104&98&100	86
PC-3	99	94	79	102&97&114	57
OVCAR-8	100	103	94	101&102&105	86
SF-295	93	100	86	99&102&100	70

66	NC1=NC2(CCCCC2)N(c2ccc(S(N)(=O)=O)cc2)C(N)=N1
67	NC(=S)N/N=C/c1ccc2c(c1)OCO2
68	O=C1CC(c2ccccc2)c2ccc(O)cc2O1 (stereo not given)
69	CSc1ccc(Cl)c(C(=O)Nc2sccc2C(N)=O)c1
70	C/C(=N/NC(=S)NC1CCCCC1)c1sc(Nc2cccc(O)c2)nc1C

assay / compound	66	67	68	69	70
OVCAR-3	110	75	104	100	106
DU-145	107	101	110	102	113
OVCAR-5	98	107	81	98	99
SK-OV-3	110	98	121	115	/
U251	103	95	106	94	89
OVCAR-4	108	96	120	84	101
PC-3	104	94	85	84	97
OVCAR-8	100	98	100	94	95
SF-295	103	99	104	123	97
